# M1 ag parental – counter-screen for M1 agonists: effect in parental CHO-K1 cells; activation, % at 3 µM; hit rate 0.48% among 360,000; Fluo-8 calcium fluorescence; scaled to maximal ATP response, vehicle zero; AID 602248; in the data active = activation above about 15%;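 note: untransfected CHO-K1 host cells lacking M1 receptor as counterscreen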
# M1 ag – agonists of human M1 muscarinic receptor; activation, % at 3 µM; AID 588814; P11229; CHO-K1 hM1, Fluo-8 calcium fluorescence, agonist mode; 0% DMSO, 100% acetylcholine EC100; hit rate 0.33% among 360,000;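 active = activation above the run's mean compound activation plus 3 SD, cut at about 16% in these data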;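 note: peak over basal fluorescence ratio within a 140 s kinetic read after compound addition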
# Target sequence (P11229 whole entry, looked up): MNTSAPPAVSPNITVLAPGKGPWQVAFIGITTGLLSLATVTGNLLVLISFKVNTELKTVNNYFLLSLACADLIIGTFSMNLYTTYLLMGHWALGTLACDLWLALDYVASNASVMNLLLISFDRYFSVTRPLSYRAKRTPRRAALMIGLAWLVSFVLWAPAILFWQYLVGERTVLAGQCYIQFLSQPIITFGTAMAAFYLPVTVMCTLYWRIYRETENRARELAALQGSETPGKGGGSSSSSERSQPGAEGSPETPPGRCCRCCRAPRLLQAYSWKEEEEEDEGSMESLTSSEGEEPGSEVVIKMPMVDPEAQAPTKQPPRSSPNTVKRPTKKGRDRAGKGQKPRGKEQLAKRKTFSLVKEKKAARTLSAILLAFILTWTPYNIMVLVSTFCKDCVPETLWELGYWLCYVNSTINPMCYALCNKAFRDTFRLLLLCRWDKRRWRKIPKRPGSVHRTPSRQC
# CHO-K1 Ca antag – M1 antagonist counterscreen hit in parental CHO-K1 cells | ATP-induced calcium, Fluo-8 fluorescence | inhibition, % at 3 µM | hit rate 0.6% among 360,000;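 active = inhibition above a per-plate cutoff, the plate's mean sample inhibition plus 3 SD, cut at about 24% in these data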;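 note: 0% = DMSO plus EC80 ATP and 100% = DMSO alone without ATP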
# TAAR1 ag – agonists of human TAAR1. Q96RJ0. activation, % at 3 µM. CHO RD-HGA16 TAAR1, Fluo-8 calcium fluorescence; vehicle wells 0%, saturating PEA agonist 100%. hit rate 0.99% among 360,000;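 active = activation above the mean activation of all test compounds in the run plus 3 SD, cut at about 38% in these data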
# Target sequence (Q96RJ0 whole entry, looked up): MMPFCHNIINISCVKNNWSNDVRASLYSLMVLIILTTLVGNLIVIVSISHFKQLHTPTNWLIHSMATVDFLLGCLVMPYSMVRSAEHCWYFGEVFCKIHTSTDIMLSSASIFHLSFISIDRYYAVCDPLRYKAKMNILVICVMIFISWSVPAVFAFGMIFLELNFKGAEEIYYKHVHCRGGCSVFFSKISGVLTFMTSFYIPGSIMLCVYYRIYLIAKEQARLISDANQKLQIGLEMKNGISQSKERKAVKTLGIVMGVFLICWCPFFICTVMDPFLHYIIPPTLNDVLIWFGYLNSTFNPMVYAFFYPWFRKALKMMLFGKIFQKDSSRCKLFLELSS
#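 System: CHO RD-HGA16 cells carrying human TAAR1 plus Gα16; Incubation: 17-24 h seeding, 75 min 37 °C dye, 30 min RT; Measured by: Fluo-8 fluorescence, 5 s baseline then 140 s kinetic read; Control set: DMSO and PEA EC100; Replication: single well for each compound.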
# M1 antag – human CHRM1 antagonism. P11229. CHO-K1 hM1, Fluo-8 calcium fluorescence, ACh EC80 antagonist. inhibition, % at 3 µM. hit rate 1.3% among 360,000. AID 588852;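 active = percent inhibition above its own plate's cutoff, namely the mean of that plate's compound wells plus 3 SD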;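 note: peak over basal fluorescence ratio during 140 s after agonist addition; 0% = ACh EC80 plus DMSO and 100% = DMSO alone without agonist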
# M1 PAM – potentiates human M1 receptor response to acetylcholine. CHO-K1 hM1, Fluo-8 calcium fluorescence, ACh EC20; 0% = ACh EC20, 100% = maximal ACh. activation, % at 3 µM. hit rate 0.088% among 360,000. AID 588819; in the data active = activation above about 19%, passing the limit was not always enough
# TAAR1 antag – antagonists of human TAAR1; hit rate 1.5% among 360,000; AID 624466; Q96RJ0; CHO RD-HGA16 TAAR1, Fluo-8 calcium fluorescence, antagonist; inhibition, % at 3 µM;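 active = inhibition above a per-plate cutoff, the mean inhibition of test compounds on that plate plus 3 SD, cut at about 49% in these data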;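 note: 0% = DMSO plus EC80 beta-PEA response and 100% = DMSO alone without agonist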
#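 Test system: hTAAR1-expressing CHO RD-HGA16 cells, Gα16-coupled; Probe or stimulus: EC80 β-phenethylamine stimulus; Compound dosing: single nominal final test compound concentration of 3 µM; Timing: 140 s kinetic read after compound, 140 s after agonist; Signal: Fluo-8 calcium-sensitive fluorescence; Measure: % inhibition of agonist calcium response; Controls: DMSO and EC80 PEA controls.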
# CHO-K1 Ca PAM – nonselective activator or artifact in parental CHO-K1 calcium assay. ATP EC20, Fluo-8 calcium fluorescence; 0% at ATP EC20, 100% at ATP max. activation, % at 3 µM. hit rate 0.02% among 360,000;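 active = activation above the run cutoff, the mean activation of all test compounds plus 3 SD, cut at about 40% in these data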;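 note: peak over basal fluorescence ratio in a 140 s read after ATP addition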
# CHO parental Ca – counter-screen: ATP calcium response change in parental CHO cells; inhibition, % at 5.6 µM; parental CHO-K1, ATP-induced calcium, Fluo-8 fluorescence; AID 463079; hit rate 0.63% among 330,000;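 active = inhibition above that plate's mean sample inhibition plus 3 SD, cut at about 26% in these data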;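 note: 0% = ATP-challenged DMSO wells and 100% = DMSO wells without ATP; some compounds past the cut are filed as inactive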
#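 Assay system: parental CHO cells; Read-out basis: percent inhibition of ATP-evoked calcium rise, normalized to controls; Benchmarks: ATP and no-ATP DMSO wells; Compound dosing: single nominal dose of 5.6 µM per compound; Signal: Fluo-8 calcium dye fluorescence; Also added: ATP as calcium-mobilizing challenge; Repeats: singlicate.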
# Numbers without * were called inactive; / = not tested or not shown. Outcome played no part in choosing rows; any-hit rate near 4.4%.
SMILES,M1 ag parental,M1 ag,CHO-K1 Ca antag,TAAR1 ag,M1 antag,M1 PAM,TAAR1 antag,CHO-K1 Ca PAM,CHO parental Ca
Cc1cnc(CN(C)Cc2c(C(=O)N3CCCCCCC3)nc3ccc(Cl)cn23)[nH]1,0.5,-7,-10,-1,1,10,-26,0,-28
C/C(N)=C(/C#N)C(=O)CSc1nc2cc(Cl)ccc2c(=O)n1Cc1ccco1,0.4,-1,5,2,-10,9,14,0,-19
O=C(COC(=O)/C=C/c1ccccc1)NCC1CCCO1 (stereo not given),0.6,-2,-3,5,11,-2,-17,1,-4
ON=Cc1cccn1-c1ccccc1,0.4,-9,-14,6,-23,9,-23,18,5
O=C(CCC(=O)N1CCSc2ccccc21)Nc1cccc(F)c1,2.1,-4,9,7,-6,0,6,10,-1
O=C(Nc1ccccn1)C1CCN(C(=O)Nc2ccccc2)CC1,-0.3,-2,10,0,6,-5,-7,-19,-16
COc1cccc(OC)c1C(=O)Nc1ccc([N+](=O)[O-])cn1,-0.1,-5,-1,2,2,5,-16,17,-7
O=C(COC(=O)CNC(=O)c1ccccc1F)NCC(F)(F)F,0.3,-1,-8,4,1,2,0,3,-4
COc1cc(CN2CCCCCC2)cc(OC)c1OC,-0.1,-6,-8,1,-18,9,-8,6,9
O=C(Cc1ccc(F)cc1)Nc1nc(-c2ccc(F)cc2)cs1,5.8,-9,3,4,35*,-30,82*,-28,-5
COc1cccc(CNC(=O)CCC2CCCN(C(=O)CCC(F)(F)F)C2)c1 (stereo not given),-0.1,-4,-7,-1,6,9,-21,8,-14
COC(=O)c1cc(NC(C)=O)ccc1N1CCOCC1,-0.3,-2,-2,11,5,-3,-1,-10,7
COc1cc(OC)cc(C(=O)NC(C(=O)NCc2ccccn2)C(C)C)c1 (stereo not given),-0.3,-9,11,2,78*,-29,2,-14,-3
COc1cc(CNCc2cccs2)ccc1OCC(N)=O,2.1,-11,-22,1,-2,-1,7,22,-5
O=C(NCc1ccco1)c1ccc(Cn2c(=O)c3sccc3n(Cc3cccc(F)c3)c2=O)cc1,0.6,8,6,0,-10,8,14,-1,-10
Cn1cnc2cc(NCc3cccs3)ccc21,0.4,-7,4,1,19,-7,-8,-17,5
CC(C)OP(=O)(c1ccc(N(C)C)cc1)C(Nc1ccccc1)c1ccccc1 (stereo not given),1.6,-2,-14,3,-16,12,-15,22,-11
CCC/C(O)=C1\C(=O)CC(C)(C)CC1=Nc1ccccc1O,0.2,-13,8,5,2,7,5,7,-15
CCCC[C@H]1COCCS(=O)(=O)N1Cc1cccc(Cl)c1,0.1,-8,-6,-1,4,-1,-16,4,-26
Cc1cc(C(=O)CSc2nc3ccccc3[nH]2)c(C)n1Cc1ccco1,15,1,27*,10,40*,-18,44,-1,49*
COc1cc(/C=N/N2CCN(Cc3ccccc3)CC2)cc(OC)c1OC(C)=O,0.1,-5,9,-1,-14,6,-1,-19,-12
CCCCN(C1CCS(=O)(=O)C1)S(=O)(=O)c1cccs1 (stereo not given),0.2,0,3,0,-2,7,-13,7,2
CC(C)Oc1ccc(C(=O)O)cc1,0.5,-3,9,3,10,-1,-22,-20,1
COC(=O)c1ccccc1NC(=O)CSc1nncn1C,0.3,-4,-14,1,-7,3,-16,3,-5

# Compounds above that contain a furan ring, fused or not, in the order listed:
SMILES,M1 ag parental,M1 ag,CHO-K1 Ca antag,TAAR1 ag,M1 antag,M1 PAM,TAAR1 antag,CHO-K1 Ca PAM,CHO parental Ca
C/C(N)=C(/C#N)C(=O)CSc1nc2cc(Cl)ccc2c(=O)n1Cc1ccco1,0.4,-1,5,2,-10,9,14,0,-19
O=C(NCc1ccco1)c1ccc(Cn2c(=O)c3sccc3n(Cc3cccc(F)c3)c2=O)cc1,0.6,8,6,0,-10,8,14,-1,-10
Cc1cc(C(=O)CSc2nc3ccccc3[nH]2)c(C)n1Cc1ccco1,15,1,27*,10,40*,-18,44,-1,49*

# The main list resumes, starting four compounds before the break.
SMILES,M1 ag parental,M1 ag,CHO-K1 Ca antag,TAAR1 ag,M1 antag,M1 PAM,TAAR1 antag,CHO-K1 Ca PAM,CHO parental Ca
COc1cc(/C=N/N2CCN(Cc3ccccc3)CC2)cc(OC)c1OC(C)=O,0.1,-5,9,-1,-14,6,-1,-19,-12
CCCCN(C1CCS(=O)(=O)C1)S(=O)(=O)c1cccs1 (stereo not given),0.2,0,3,0,-2,7,-13,7,2
CC(C)Oc1ccc(C(=O)O)cc1,0.5,-3,9,3,10,-1,-22,-20,1
COC(=O)c1ccccc1NC(=O)CSc1nncn1C,0.3,-4,-14,1,-7,3,-16,3,-5
CCCn1c(N)c(C(=O)CSc2nnc(C3CC3)n2Cc2ccccc2)c(=O)[nH]c1=O,0.3,-7,-12,1,-12,5,1,20,-10
COc1ccc(-n2c(Cc3cccn3C)nnc2SCC(=O)Nc2ccc(C)c(Cl)c2)cc1,-0.3,-1,19,-2,-4,2,-24,3,-19
COc1cc(CNc2ccc3[nH]c(=O)[nH]c3c2)ccc1OCC(=O)NC(C)(C)C,0.4,-1,11,5,-9,6,-2,5,99*
COc1ccccc1N1CCN(CC(=O)Nc2cc(F)ccc2C)CC1,1.6,-2,-12,12,-8,6,-4,15,-12
O=C(COC(=O)CNC(=O)c1ccc(Cl)cc1Cl)Nc1ccc(N2CCOCC2)cc1,1.6,-3,-14,12,12,7,-2,13,-7
Nc1c(-c2ccccc2)c(CSc2nc3ccccc3[nH]2)nn1-c1ccc(C(=O)O)cc1,0.0,-2,-2,-1,-10,9,19,16,-11
Cc1onc(-c2ccccc2Cl)c1C(=O)OCC(=O)N1CCC(C)CC1,0.9,-7,-13,-2,-4,-4,2,5,-18
Cc1nn(-c2ccccc2)c2nc(-c3ccncc3)cc(C(=O)NCc3ccco3)c12,0.8,-3,4,6,-5,3,11,-1,1
COc1cccc(NC(=O)C2C3C=CC4(O3)C2C(=O)N(C2CC2)C4C(=O)NC2CCCCC2C)c1 (stereo not given),-0.2,-2,9,3,15,-5,1,-2,-27
COCCN1CCN(c2c(C)c(C)nc3cc(-c4cccc(OC)c4)nn23)CC1,0.5,-1,-5,-2,-12,-6,-19,2,-5
COc1cc(OC)cc(-c2nnc(SCC(=O)N(C(C)C)C(C)C)o2)c1,0.0,-1,-15,8,-29,11,-5,5,-21
O=C(NCc1ccccc1)c1ccc(C2SCC(=O)N2Cc2ccccc2)cc1 (stereo not given),2.1,-5,7,4,59*,-23,13,10,-21

# Sorted by heavy-atom count (lowest first): 3 of the compounds above
SMILES,M1 ag parental,M1 ag,CHO-K1 Ca antag,TAAR1 ag,M1 antag,M1 PAM,TAAR1 antag,CHO-K1 Ca PAM,CHO parental Ca
COc1ccccc1N1CCN(CC(=O)Nc2cc(F)ccc2C)CC1,1.6,-2,-12,12,-8,6,-4,15,-12
COCCN1CCN(c2c(C)c(C)nc3cc(-c4cccc(OC)c4)nn23)CC1,0.5,-1,-5,-2,-12,-6,-19,2,-5
O=C(COC(=O)CNC(=O)c1ccc(Cl)cc1Cl)Nc1ccc(N2CCOCC2)cc1,1.6,-3,-14,12,12,7,-2,13,-7

# (more compounds)
SMILES,M1 ag parental,M1 ag,CHO-K1 Ca antag,TAAR1 ag,M1 antag,M1 PAM,TAAR1 antag,CHO-K1 Ca PAM,CHO parental Ca
Cc1occc1C(=O)Nc1ccc2c(c1)OCO2,-0.3,-4,-10,5,-5,0,-6,22,0
COc1ccc(CCC(C)N(C)Cc2ccccc2)cc1 (stereo not given),1.1,-1,10,1,-14,12,-1,5,-9
CN(C)c1cc[n+](CC(=O)c2ccc(OC(F)F)cc2)cc1,0.1,-5,-5,-1,19,-9,21,5,-10
N#Cc1cccc(NC(=O)c2cc(C3CCCCN3C(=O)c3cccs3)on2)c1 (stereo not given),3.2,-4,0,6,-13,-1,2,1,/
COC(=O)c1ccc(NC(=O)COc2ccccc2OC)cc1,0.5,-3,-7,6,-8,9,-2,9,-11
Cc1ccc(C(=O)Nc2cccc(-c3cn4ccccc4n3)c2)cc1,2.1,-11,11,10,11,-13,17,-15,-18
CCOc1ccc(S(=O)(=O)N2CCCC(C(=O)NCc3ccccn3)C2)cc1 (stereo not given),-0.1,-1,5,3,-5,8,-8,-13,-5
COc1ccc(CNC(=O)CN(C(=O)CCC(=O)Nc2nccs2)c2ccc3c(c2)OCO3)cc1,-0.8,-11,2,-3,-2,-1,-5,4,-16
Cc1cc(C)cc(OCC(=O)Nc2cc(C)on2)c1,0.3,-5,-12,-2,-9,8,5,18,-8
CCCCOC(=O)c1ccc(NC(=O)CN2C(=O)NC3(CCCCCC3)C2=O)cc1,5.0,1,-22,3,-11,4,16,6,-25
CCOC(=O)C1(C)CCN1C(=O)c1ccc(OC)cc1OC (stereo not given),0.4,-1,-12,1,-2,0,-7,-6,/
O=C(O)c1nc2nc(Cl)c(Cl)nc2[nH]1,-0.2,-5,-11,-1,-4,1,-5,-11,-6
CCOC(=O)[C@@H]1[C@H]2COc3cc(OC)ccc3[C@H]2N2C(=O)N(c3ccc(Br)cc3)C(=O)[C@]12C,1.4,-2,-23,7,-3,2,5,14,-19
CCCCCCCCCCCC(=O)NC1CCS(=O)(=O)C1 (stereo not given),1.3,-2,4,2,22,-9,-13,-3,2
Clc1ccc(COn2c(-c3ccccc3)nc3ccccc32)cc1,-0.1,-4,7,6,3,-4,19,3,-8
COc1ccc(CCNc2oc(Cc3ccccc3)nc2C#N)cc1OC,2.8,-2,-3,2,25,-11,27,7,-20
O=C(COC(=O)c1ccc(O)cc1)Nc1ccc(S(=O)(=O)N2CCCC2)cc1,1.6,-8,1,9,-3,10,7,-8,7
CCCCC(c1nnnn1Cc1ccco1)N1CCN(c2nc3ccccc3s2)CC1 (stereo not given),1.8,-3,-9,7,3,-4,29,27,-25
O=C(COC(=O)Cn1nc(-c2ccccc2)oc1=O)Nc1ccc(F)cc1,2.0,-1,-13,3,-7,6,14,1,2
CCOc1ccc(N=c2scc(-c3ccccc3)n2CCO)cc1,7.9,-3,-3,3,12,-9,15,22,-17
CN1CCCN(c2cc(-c3ccc4ccccc4c3)nc3ccnn23)CC1,-0.4,-2,20,2,-10,9,-16,-9,/
Cc1ccc(S(=O)(=O)CCC(=O)OCC(=O)NC(C)c2ccccc2)cc1 (stereo not given),0.0,-6,-12,1,27,-5,12,8,-16

# Reprinted at random: 2 compounds from above.
SMILES,M1 ag parental,M1 ag,CHO-K1 Ca antag,TAAR1 ag,M1 antag,M1 PAM,TAAR1 antag,CHO-K1 Ca PAM,CHO parental Ca
O=C(COC(=O)Cn1nc(-c2ccccc2)oc1=O)Nc1ccc(F)cc1,2.0,-1,-13,3,-7,6,14,1,2
Cc1ccc(S(=O)(=O)CCC(=O)OCC(=O)NC(C)c2ccccc2)cc1 (stereo not given),0.0,-6,-12,1,27,-5,12,8,-16

# Bioassay records: PubChem BioAssay, The Scripps Research Institute Molecular Screening Center
